# FN deposition inh: fibronectin deposition inhibition; inhibition, % at 12.6 µM; AID 743247; AH1F fibroblasts, Alexa488-fibronectin deposition fluorescence, overnight; 0.086% of 350,000 active;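 active means mean inhibition across replicates of 30% or more, regardless of how many single replicates reach that level; inconclusive means mean under 30% yet at least half of replicates reach 30%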;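 further: positive control wells lacked labelled fibronectin entirely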
#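 Schedule: 1 h cell adhesion before compound, then overnight fibronectin incubation; test system: AH1F fibroblast monolayer depositing Alexa488-labelled fibronectin into matrix; quantity: 10000 AH1F cells per well; probe or stimulus: fluorescent fibronectin at 24 nM final; signal: fluorescence, ex 485 nm, em 525 nm; evaluation: percent inhibition as loss of matrix-bound fibronectin fluorescence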
# DENV2 CPE rescue: protects cells from dengue virus 2 cytopathic effect. DENV2-infected cells, cytopathic effect rescue, plate reader. CPE inhibition, % at 9.99 µM. 1.7% of 350,000 active; in the data active means CPE inhibition above about 20%, passing the limit was not always enough; inconclusive means no clear call, values can overlap the other calls; tested in BHK-21 cells;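 further: 0% = median of neutral control wells and 100% = median of positive control wells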
# miR122 inh: blocks miR-122 activity in Huh7 sensor cells | Huh7 miR-122 Renilla luciferase sensor, 48 h; neutral wells = 0, positive control = 100 | activation (reporter increase), % at 12.5 µM | 0.3% of 340,000 active;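 active means mean replicate activation score at least 90 and every replicate individually at or above 90; inconclusive means only one of the two criteria met; inactive means neither criterion met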;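 further: higher luciferase means less miR-122 activity so hits act as miR-122 inhibitors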
# EWS-Fli inh: inhibitors of EWS/Fli oncoprotein transcriptional activity. A673 NR0B1-luciferase reporter, viability-normalised. inhibition, % at 12.6 µM. 0.67% of 350,000 active. AID 651661;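 active means mean inhibition of at least 50% after viability correction, with every replicate also passing that limit; inconclusive means mean reaches 50% but only one of two replicates passes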;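 further: firefly luciferase signal divided by Alamar Blue viability fluorescence both relative to DMSO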
# INS-1E GSIS act: GLuc luminescence reporter in INS-1E cells, primary screen for activators of glucose-dependent secretion of insulin; INS-1E GLuc reporter insulin secretion, 2-3 h; activation, % at 16.6 µM; 0.61% of 370,000 active; AID 743287;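 active means lowest replicate activation of at least 40%, so every replicate reaches that level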;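 further: 0% = median of neutral control wells and 100% = median of IBMX positive control wells; some compounds called inactive have numbers as strong as hits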
# PAX8 reporter: lowers PAX8-driven luciferase in RMG-I cells | RMG-I TPO-luciferase reporter, SteadyGlo, 24 h | inhibition, % at 12.6 µM | 1.2% of 360,000 active;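 active means mean replicate inhibition at least 60% with every replicate also reaching 60%; inconclusive means only one of the two criteria is met; inactive means mean below 60% and not all replicates reaching 60%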;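 further: luciferase light reporting Pax8 driven TPO promoter activity; plate controls were median of neutral control wells for no effect and mitoxantrone controls for full effect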
# F508del corr: correctors of CFTR F508del function in bronchial epithelial cells. 0.36% of 350,000 active. activity (quench increase), % at 7.58 µM. CFBE cells, YFP halide quenching; stimulated with forskolin plus potentiator P3; % fluorescence drop versus neutral controls;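 active means mean added fluorescence quench of at least 8% versus neutral control, with both replicates also reaching 8%; inconclusive means only one of the mean or replicate conditions met; inactive means mean below 8% and not both replicates reaching 8%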;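 further: cells transiently co-express mutant CFTR-F508del with the halide-sensitive YFP; corrector assay measuring rescue of mutant channel to the surface after 24 h compound exposure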
# * marks the source's active call; other numbers are inactive results; ? = inconclusive; . = not tested or not shown; & = joins results of further samples; ! = repeats disagree; [ ] = dose if it differs, or a comment. Rows are unselected. Share with any hit: about 3.9%.
SMILES	INS-1E GSIS act	F508del corr	EWS-Fli inh	FN deposition inh	PAX8 reporter	DENV2 CPE rescue	miR122 inh
CC1CCCCC12NC(=O)N(CC(=O)Nc1sccc1C(N)=O)C2=O (centres undefined)	.	-2.8	-8	5	8	0	.
C[C@@H]1CN([C@H](C)CO)C(=O)c2cc(NS(=O)(=O)c3cccs3)ccc2O[C@@H](C)CCCCO[C@H]1CN(C)Cc1ccc(C(F)(F)F)cc1	-20	-1.1	18	.	97*	-1	-5[16.7 µM]
COc1ccc(CNC(=O)COC(=O)c2ccc(C)c(S(=O)(=O)N3CCOCC3)c2)cc1OC	17	-3.2	0	-1	3	4	-7
NC(c1csc(Nc2cc(Oc3ccccc3)ncn2)n1)C1CCCCC1 (centres undefined)	.	-0.2	10	6	-11	8	-6
Cc1ccc(S(=O)(=O)N2CCOCC2)cc1C(=O)Nc1c(C)n(C)n(-c2ccccc2)c1=O	.	.	.	-1	13	.	-2
O=C(NCCS(=O)(=O)NCCCc1ccccc1)c1ccccc1	7	-1.2	-3	1	-5	-1	.
Oc1ccccc1C1=NCCNC(C(F)(F)C(F)F)=C1	.	.	.	-1	1	.	-1
O=C(C[C@H]1C=C[C@@H](NC(=O)CC2CC2)[C@H](CO)O1)NCc1ccc(Cl)cc1	6	0.9	0	.	-1	-8	.
COc1cc(/C=N/N=C(N)N)ccc1OCc1ccccc1Cl	15	2.7	1	-1	-8	-4	.
O=C(Nc1ccccc1N1CCOCC1)c1cc(=O)[nH]c2ccccc12	-8	0.8	-12	-7	3	7	-1
COC(=O)c1cn(CC(=O)NCc2cccs2)c2ccccc12	.	.	.	5	-68	.	3
CN(C)CCCN(C(=O)CCSc1ccccc1)c1nc2cc3c(cc2s1)OCO3	-65	-6.0	1	-11	32	-3	-20
Cc1ccc2nc(SCC(=O)c3ccccc3)nc(=O)n2c1	6	-7.3	-70	.	-151	0	.
C=CCNC(=O)c1cc2nc(C3CC3)cc(C(F)F)n2n1	20	-4.3	-13	.	.	-1	-4
Cc1ccnn1CC(=O)N/N=C/c1ccc([N+](=O)[O-])s1	.	2.6	32	-1	36	11	.
Cc1noc(C)c1S(=O)(=O)N(C)C[C@H]1OCCCC[C@@H](C)Oc2ccc(NC(=O)CCC(F)(F)F)cc2C(=O)N([C@H](C)CO)C[C@@H]1C	-4	-3.4	-9	1	-1	-7	-3[16.7 µM]
COc1ccc(NC(=O)Nc2cc3oc4ccccc4c3cc2OC)cc1	10	.	-8	3	1	-14	16
CCCNC(=O)N(C)C[C@@H]1Oc2cc(C#Cc3ccccn3)ccc2S(=O)(=O)N([C@H](C)CO)C[C@H]1C	3	2.1	-3	0	.	1	-3[16.7 µM]
Cc1cc(C(=O)OCC(=O)NCc2ccc(F)cc2)c2ccccc2n1	0	-4.5	0	3	5	-7	-7
Cc1ccc2nc(/N=C(\N)NC(=O)NC3CCCCC3)nc(C)c2c1	-36	?	10	-8	8	-13	-8
CCN(CC)CCN1C(=O)c2ccccc2NC1c1ccc(C)cc1 (centres undefined)	0	.	.	-6	.	.	4
Cc1cc(C(=O)CCl)c(C)n1Cc1ccco1	-5	-0.3	12	-4	17	1	.
COc1cc(CN2CCN(c3ncccn3)CC2)cc(OC)c1	11	1.6	10	-7	8	-2	3
O=C(NCc1ccc(Cl)cc1)c1ccc(CNc2c(N3CCOCC3)c(=O)c2=O)cc1	-8	-2.7	15	7	2	.	15

# 4 compounds already listed, arranged by formula weight, lowest first:
SMILES	INS-1E GSIS act	F508del corr	EWS-Fli inh	FN deposition inh	PAX8 reporter	DENV2 CPE rescue	miR122 inh
Cc1cc(C(=O)CCl)c(C)n1Cc1ccco1	-5	-0.3	12	-4	17	1	.
Cc1cc(C(=O)OCC(=O)NCc2ccc(F)cc2)c2ccccc2n1	0	-4.5	0	3	5	-7	-7
O=C(NCc1ccc(Cl)cc1)c1ccc(CNc2c(N3CCOCC3)c(=O)c2=O)cc1	-8	-2.7	15	7	2	.	15
CCCNC(=O)N(C)C[C@@H]1Oc2cc(C#Cc3ccccn3)ccc2S(=O)(=O)N([C@H](C)CO)C[C@H]1C	3	2.1	-3	0	.	1	-3[16.7 µM]

# The main list resumes; the two compounds before the break are reprinted first.
SMILES	INS-1E GSIS act	F508del corr	EWS-Fli inh	FN deposition inh	PAX8 reporter	DENV2 CPE rescue	miR122 inh
COc1cc(CN2CCN(c3ncccn3)CC2)cc(OC)c1	11	1.6	10	-7	8	-2	3
O=C(NCc1ccc(Cl)cc1)c1ccc(CNc2c(N3CCOCC3)c(=O)c2=O)cc1	-8	-2.7	15	7	2	.	15
COc1ccc2nc(NC(=O)c3ccccc3F)sc2c1	4	2.9	5	1	-18	4	16
O=C(/C=C/c1ccccc1)Nc1nnc(-c2ccco2)o1	-1	-1.7	1	6	11	-3	-6
Nc1c2c(nc3sc4c(c13)CCCCC4)CCCCC2	4	-8.4	-64	2	25	5	9
Cc1cccc(-c2ccc([C@H]3[C@@H](CO)N4CCCCN(S(=O)(=O)c5ccccc5F)C[C@H]34)cc2)c1	-5	-3.6	4	11	32	.	11[16.7 µM]
O=C(CCN1CCCCC1)N[C@H]1CC[C@@H](CCn2cc(-c3cccc(F)c3)nn2)O[C@H]1CO	-4	-3.9	5	9	-5	-1	.
CCNCC(=O)Nc1ccc(N2CCOCC2)cc1	12	0.0	11	-6	-4	-1	1
CNC[C@@H]1Oc2ccc(NC(=O)c3ccncc3)cc2C(=O)N([C@H](C)CO)C[C@@H]1C	17	2.2	-9	-23	-26	-3	-3[16.7 µM]
CC(C)(C)n1nc2c(c1NC(=O)c1ccc(S(=O)(=O)N3CCCC3)cc1)CSC2	5	-2.6	11	.	.	.	6
O=C(Nc1nccs1)C1CC(=O)N(c2ccc(F)cc2)C1 (centres undefined)	26	1.2	-8	0	-19	4	-2
O=C(NN=C1CCCCCCCCCCC1)c1cccnc1	-7	3.3	-1	0	-7	0	.
COc1ccc(CNC(=O)CCNC(=O)N2CCn3c2nc2ccccc23)cc1	9	-0.2	.	-4	-8	-1	2
CC1=C(C(=O)Nc2ccccc2C)C2(CCCCC2)C(C(N)=O)C(=S)N1 (centres undefined)	-7	.	10	-5	7	-4	.
COc1ccc(S(=O)(=O)Nc2cccc3c2O[C@@H](CN(C)C(=O)Nc2ccccc2)[C@H](C)CN([C@@H](C)CO)C3=O)cc1	-7	-0.6	-1	.	7	?	6[16.7 µM]
Cc1ccc(N2CCN(C3C(=O)Nc4ccccc4-n4nnnc43)CC2)cc1 (centres undefined)	-16	2.1	5	-4	10	-3	.
CCCNC(=O)CCc1nnc2ccc(N3CCC(C)CC3)nn12	1	2.2	7	9	-10	1	.
CC(C)C[C@H]1CN(CCCC[C@H]2CNC(=O)C(=O)N2CCC2CCCCC2)C(=O)C(=O)N1CC1CCCCC1	12	2.8	26	1	-5	?	.
COc1ccccc1C(=O)NC(=S)NNC(=O)c1sc2ccccc2c1Cl	-11	.	.	6	17	.	.
N#C/C(=C/c1ccc(N2CCCCC2)cc1)c1cccc(F)c1	-6	.	.	-7	-155	.	8
COc1ccc(Nc2oc(-c3ccc(OC)cc3)nc2C#N)cc1	15	0.8	-90	-17	-147	2	.
Cc1cc(NS(=O)(=O)c2c(C)c(C)cc(C)c2C)no1	-5	-3.4	-1	-2	.	-3	62
O=C(NCc1ccco1)c1cc(-c2ccc3c(c2)OCO3)on1	-6	.	.	-2	.	.	-7
COc1ccc(S(=O)(=O)Nc2ccc3c(c2)C(=O)N([C@@H](C)CO)C[C@@H](C)[C@@H](CN(C)C(=O)Nc2ccc4c(c2)OCO4)O3)cc1	11	-1.0	1	-1	.	.	-3[16.7 µM]
CC(=O)Nc1cc(-c2cccc(NS(C)(=O)=O)c2)cn2c(-c3ccccc3)cnc12	4	4.0	6	-9	8	-2	1
O=C(NCCN1CCOCC1)C(=O)NCC1OCCN1S(=O)(=O)c1ccc(Cl)cc1 (centres undefined)	.	0.8	4	-9	-8	79*	0
C/C=C/c1ccc([C@H]2[C@@H](CO)N(C(=O)c3cnccn3)C23CN(C(=O)C2CCC2)C3)cc1	3	-2.9	8	-1	-5	-11	.
Cc1ccccc1Nc1nc(N)nc(COC(=O)CCC(=O)c2ccc(F)cc2)n1	10	1.1	0	-7	2	-3	.
Cc1noc2ncnc(Oc3ccc(C(C)(C)C)cc3)c12	8	-0.7	1	17	8	10	-11
O=c1[nH]c(/C=C\c2cccc(Cl)c2)nc(O)c1[N+](=O)[O-]	.	0.3	28	9	14	6	-4
Cc1ccc(S(=O)(=O)Oc2ccc(/C=N/NC(=O)c3cccnc3)cc2)cc1	-4	3.7	-7	-3	-8	5	2
COc1cccc(C#Cc2cnc3c(c2)C(=O)N([C@@H](C)CO)C[C@@H](C)[C@H](CN(C)C(=O)C2CCC2)O3)c1	-20	0.0	3	.	24	-5	-18[16.7 µM]
Cc1ccc(-c2nnc(SCC(=O)NC3CCCC3)n2N)cc1	.	4.1	11	-3	4	-3	3
Cc1cc(C)cc(N(CCC(=O)O)S(=O)(=O)c2ccc(Cl)cc2)c1	-8	.	-10	-1	-1	3	.
CC(SC(C)C(=O)NN=Cc1cccc(F)c1)C(=O)NN=Cc1cccc(F)c1 (centres undefined)	3	-1.2	-17	2	12	-6	-7
CCCC(=O)Nc1ccc2c(c1)OC[C@H](C)N(C(=O)c1ccccn1)C[C@H](C)[C@@H](OC)CN(C)C2=O	-6	0.3	2	0	1	-10	.
Cc1ccc(C(=O)N[C@H](C(=O)OCC(=O)Nc2cccc(S(N)(=O)=O)c2)C(C)C)cc1	2	-0.3	7	4	-7	2	-1
O=C(N[C@H](Cc1ccccc1)C(=O)NCCCc1ccccc1)[C@H]1O[C@@H](n2ccc(=O)[nH]c2=O)[C@H](O)[C@@H]1O	19	0.9	-8	0	4	-4	.
Cc1ccc(S(=O)(=O)N[C@H]2C=C[C@H](CC(=O)O)O[C@@H]2CO)cc1	16	-2.3	-8	.	-3	-5	.
COC(=O)/C=C/c1c(C)nc(NCc2ccccc2)nc1Cl	-8	-1.4	2	-2	17	14	-5
O=C(C[C@@H]1C[C@@H]2c3cc(NC(=O)NC4CCCC4)ccc3O[C@@H]2[C@H](CO)O1)NC1CCCC1	7	-0.2	0	-4	-9	11	6[16.7 µM]
Cc1ccc(S(=O)(=O)N(C)C[C@H]2OCc3cnnn3CCCC(=O)N([C@@H](C)CO)C[C@H]2C)cc1	8&18	-0.1&-0.4&0.4	5&-2&8	9&0	62*!	8&-3	4
COc1c(C)cc(C(O)c2ncc(-c3ccc(C(F)(F)F)cc3)[nH]2)cc1C (centres undefined)	-15	0.8	15	-1	9	-7	7
O=C(c1ccc(Br)o1)N1N=C(c2ccc(Cl)cc2)CC1c1ccco1 (centres undefined)	4	-1.8	.	9	-12	20	.
C/C(=N/Nc1nc(-c2ccccc2F)nc2ccccc12)c1ccccc1O	5	-1.5	-6	9	-13	-3	-3

# Screens (PubChem)
